# Assay outcomes deposited in PubChem by Broad Institute.
# C diff HTS – C. difficile growth inhibitors, primary screen, HTS; Clostridium difficile clinical isolate growth, OD600, 24 h; stronger effect = lower value; growth activity, negative = inhibition, % at 16 µg/mL (by protocol); 86,000 compounds, 0.25% hits;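 active = mean growth activity at or below -80% and every replicate also at or below -80%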;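 note: 0% = DMSO wells and -100% = levofloxacin 16 µg/mL wells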
# GASC1 inh – inhibitors of GASC-1 (KDM4C) histone demethylase, primary screen, biochemical, single concentration HTS | GST-KDM4C 2-372, H3K9me3 peptide, LANCE TR-FRET | AID 720574, 2013 | inhibition, % at 12.5 µM | Lysine-specific demethylase 4C (Homo sapiens), Q9H3R0 | 96,000 compounds, 0.15% hits;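 active = mean replicate inhibition above about 25%, with at least 55% of replicates also reaching it, limit read from the data, passing the limit was not always enough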
# Target sequence (Q9H3R0 2-372 limits assumed): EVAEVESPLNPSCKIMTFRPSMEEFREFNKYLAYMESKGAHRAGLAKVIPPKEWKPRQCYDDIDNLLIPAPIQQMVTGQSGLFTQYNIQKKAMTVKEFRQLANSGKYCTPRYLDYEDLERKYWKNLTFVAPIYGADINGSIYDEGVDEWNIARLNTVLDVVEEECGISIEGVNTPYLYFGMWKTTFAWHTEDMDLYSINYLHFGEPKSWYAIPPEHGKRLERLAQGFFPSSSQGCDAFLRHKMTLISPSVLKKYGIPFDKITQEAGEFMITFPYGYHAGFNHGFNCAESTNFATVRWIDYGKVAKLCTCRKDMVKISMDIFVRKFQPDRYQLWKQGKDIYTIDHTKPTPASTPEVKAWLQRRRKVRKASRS
#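 Material: GST-tagged GASC-1 (JMJD2C) catalytic fragment, aa 2-372 / Quantity: enzyme final amount 10 nM / Medium: HEPES buffer, pH 7.5, plus ascorbate / Doses: one test concentration per compound / Incubation: 30 min reaction, 60 min detection, RT / Measured by: LANCE TR-FRET / Read-out: inhibition from TR-FRET ratio decrease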
# Tcruzi prolif – T. cruzi intracellular proliferation inhibitors, primary screen, cell-based, beta-gal Tulahuen parasites, NIH3T3 host, luminescence. T. cruzi beta-gal in NIH3T3, GalScreen luminescence, 90 h. inhibition, % at 8.34 µM. 77,000 compounds, 5.9% hits. AID 624255, 2012;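 active = mean inhibition above about 93%, with at least 55% of replicates each passing it, limit read from the data, passing the limit was not always enough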
# Pf Dd2 inh – P. falciparum Dd2 growth inhibitors, primary screen, SYBR Green fluorescence, single dose replicates. 72 h; stronger effect = lower value. activity change, % at 10 µM. 94,000 compounds, 2.3% hits. AID 1159554, 2015; in the data active = activity change below about -80%
# The depositor's hits bear a star; nt = no result given; & = joins results of further samples; ! = repeats disagree.
# Sample of the layout (15 entries):
SMILES	C diff HTS	GASC1 inh	Tcruzi prolif	Pf Dd2 inh
CO[C@H](C(=O)N(C)C[C@@H]1OCc2ccccc2-c2c(n(C)c3ccccc23)C(=O)N([C@H](C)CO)C[C@H]1C)c1ccccc1	3	-1.6	20	22
C[C@@H]1CCCCO[C@H](CN(C)S(=O)(=O)c2ccccc2)[C@@H](C)CN([C@@H](C)CO)C(=O)c2cc(NC(=O)CCCN(C)C)ccc2O1	-4	2.9	20	-46
C[C@@H]1CN([C@@H](C)CO)S(=O)(=O)c2ccc(C#CC3CCCCC3)cc2O[C@@H]1CN(C)Cc1cccnc1	-1	1.3	102*!	-74&-7
C[C@H]1CN([C@@H](C)CO)C(=O)c2ccccc2-c2ccccc2CO[C@H]1CN(C)S(=O)(=O)c1cccc(C#N)c1	-1	-0.9	72	-66
C/C=C/c1ccc([C@@H]2[C@@H](CO)N(C(=O)C3CCC3)C23CN(C(=O)NC(C)C)C3)cc1	-1	-0.2	nt	-13
CN1C(=O)c2cc(NC(=O)c3cscn3)ccc2OC[C@@H]2O[C@H](CC(=O)N3CCCCC3)CC[C@H]21	7	1.8	14	-19
C[C@@H]1CCCCO[C@@H](CN(C)S(=O)(=O)c2ccccc2)[C@@H](C)CN([C@@H](C)CO)C(=O)c2cc(NS(=O)(=O)c3ccccc3)ccc2O1	nt	0.4	-16	-30
O=C(C1CC1)N1C[C@@H]2N[C@H](C1)C2c1ccc(-c2ccccc2F)cc1 (some centres not stated)	1&-14	-0.9&0.5	nt	-87*!
CCCNC(=O)Nc1ccc2c(c1)OC[C@H](C)N(Cc1cncnc1)C[C@H](C)[C@H](OC)CN(C)C2=O	nt	0.0	57	12
O=C(C[C@H]1C[C@H]2c3cc(NS(=O)(=O)c4ccc(F)cc4)ccc3O[C@H]2[C@H](CO)O1)NC1CCCC1	nt	-2.7	-86	-14
C[C@@H]1CN([C@H](C)CO)C(=O)c2cccc(NC(=O)Nc3ccc(C(F)(F)F)cc3)c2O[C@@H]1CN(C)S(C)(=O)=O	3	-0.4	nt	6
COc1ccc(S(=O)(=O)N(C)C[C@H]2OCCCC[C@@H](C)Oc3ccc(NC(=O)Nc4ccc(C(F)(F)F)cc4)cc3C(=O)N([C@H](C)CO)C[C@@H]2C)cc1	3	-1.0	87	-79
C[C@@H]1CN([C@H](C)CO)C(=O)c2cc(NC(=O)Cc3cn(C)c4ccccc34)ccc2O[C@H]1CN(C)S(=O)(=O)c1ccc(F)cc1	-1	-1.4	9	-28
Cc1ccc(S(=O)(=O)Nc2ccc3c(c2)C(=O)N([C@@H](C)CO)C[C@@H](C)[C@H](CN(C)C(=O)CCCN(C)C)OCCCC[C@H](C)O3)cc1	nt	1.2	56	14
CC(=O)N1[C@@H](CO)[C@@H]2c3ccccc3N(S(=O)(=O)c3ccc(F)cc3)C[C@@H]21	-6	0.7	-3	18

# Main list, from the first entry:
SMILES	C diff HTS	GASC1 inh	Tcruzi prolif	Pf Dd2 inh
CO[C@H](C(=O)N(C)C[C@@H]1OCc2ccccc2-c2c(n(C)c3ccccc23)C(=O)N([C@H](C)CO)C[C@H]1C)c1ccccc1	3	-1.6	20	22
C[C@@H]1CCCCO[C@H](CN(C)S(=O)(=O)c2ccccc2)[C@@H](C)CN([C@@H](C)CO)C(=O)c2cc(NC(=O)CCCN(C)C)ccc2O1	-4	2.9	20	-46
C[C@@H]1CN([C@@H](C)CO)S(=O)(=O)c2ccc(C#CC3CCCCC3)cc2O[C@@H]1CN(C)Cc1cccnc1	-1	1.3	102*!	-74&-7
C[C@H]1CN([C@@H](C)CO)C(=O)c2ccccc2-c2ccccc2CO[C@H]1CN(C)S(=O)(=O)c1cccc(C#N)c1	-1	-0.9	72	-66
C/C=C/c1ccc([C@@H]2[C@@H](CO)N(C(=O)C3CCC3)C23CN(C(=O)NC(C)C)C3)cc1	-1	-0.2	nt	-13
CN1C(=O)c2cc(NC(=O)c3cscn3)ccc2OC[C@@H]2O[C@H](CC(=O)N3CCCCC3)CC[C@H]21	7	1.8	14	-19
C[C@@H]1CCCCO[C@@H](CN(C)S(=O)(=O)c2ccccc2)[C@@H](C)CN([C@@H](C)CO)C(=O)c2cc(NS(=O)(=O)c3ccccc3)ccc2O1	nt	0.4	-16	-30
O=C(C1CC1)N1C[C@@H]2N[C@H](C1)C2c1ccc(-c2ccccc2F)cc1 (some centres not stated)	1&-14	-0.9&0.5	nt	-87*!
CCCNC(=O)Nc1ccc2c(c1)OC[C@H](C)N(Cc1cncnc1)C[C@H](C)[C@H](OC)CN(C)C2=O	nt	0.0	57	12
O=C(C[C@H]1C[C@H]2c3cc(NS(=O)(=O)c4ccc(F)cc4)ccc3O[C@H]2[C@H](CO)O1)NC1CCCC1	nt	-2.7	-86	-14
C[C@@H]1CN([C@H](C)CO)C(=O)c2cccc(NC(=O)Nc3ccc(C(F)(F)F)cc3)c2O[C@@H]1CN(C)S(C)(=O)=O	3	-0.4	nt	6
COc1ccc(S(=O)(=O)N(C)C[C@H]2OCCCC[C@@H](C)Oc3ccc(NC(=O)Nc4ccc(C(F)(F)F)cc4)cc3C(=O)N([C@H](C)CO)C[C@@H]2C)cc1	3	-1.0	87	-79
C[C@@H]1CN([C@H](C)CO)C(=O)c2cc(NC(=O)Cc3cn(C)c4ccccc34)ccc2O[C@H]1CN(C)S(=O)(=O)c1ccc(F)cc1	-1	-1.4	9	-28
Cc1ccc(S(=O)(=O)Nc2ccc3c(c2)C(=O)N([C@@H](C)CO)C[C@@H](C)[C@H](CN(C)C(=O)CCCN(C)C)OCCCC[C@H](C)O3)cc1	nt	1.2	56	14
CC(=O)N1[C@@H](CO)[C@@H]2c3ccccc3N(S(=O)(=O)c3ccc(F)cc3)C[C@@H]21	-6	0.7	-3	18
COc1ccc(C(=O)Nc2ccc3c(c2)OC[C@H](C)N(C(C)=O)C[C@H](C)[C@H](OC)CN(C)C3=O)cc1	1	-0.8	-7	-27
COc1cccc(C(=O)Nc2ccc3c(c2)OC[C@H](C)N(C(=O)C2CCCC2)C[C@H](C)[C@H](OC)CN(C)C3=O)c1	nt	0.5	15	nt
C/C=C/c1ccc([C@H]2[C@@H](CO)N3C(=O)CN(C(=O)c4ccncc4)C[C@@H]23)cc1	-3	-0.1	nt	32
CC(C)CC#Cc1cnc2c(c1)C(=O)N([C@@H](C)CO)C[C@@H](C)[C@@H](CN(C)C(=O)Cc1ccccc1)O2	2	-4.6	63	-4
C[C@H](CO)N1C[C@H](C)[C@H](CN(C)S(C)(=O)=O)Oc2ccc(NC(=O)Cc3cn(C)c4ccccc34)cc2C1=O	1	-2.5	-17	-74
COc1ccc(CNC(=O)C[C@H]2C[C@@H]3c4cc(NC(=O)CC5CC5)ccc4O[C@@H]3[C@@H](CO)O2)cc1	2	2.0	-39	19
O=S(=O)(N[C@@H]1CC[C@H](CCn2cc(Cc3ccccc3)nn2)O[C@@H]1CO)c1ccccc1F	-1	0.7	30	-24
Cc1ccccc1S(=O)(=O)N1[C@H](C#N)[C@H](c2ccc(-c3ccc(F)cc3)cc2)[C@@H]1CO	21	-4.7	92	-24
CO[C@H]1CN(C)C(=O)c2cc(NC(C)=O)ccc2OC[C@H](C)N(Cc2ccccn2)C[C@@H]1C	0	0.8	-7	6
CCC(=O)N1[C@H](C(=O)N(C)C)[C@@H](CO)[C@@H]2Cn3c(ccc(-c4ccccc4)c3=O)[C@@H]21	1	-0.7	17	9
CNC(=O)C[C@@H]1CC[C@@H]2[C@H](COC[C@@H](O)CN2S(=O)(=O)c2ccccc2Cl)O1	-1&-4	-0.9	nt	24
COc1ccc2c3c(n(C)c2c1)[C@@H](CO)N(C(=O)c1ccccc1)CC31CCN(C(=O)c2ccccc2)CC1	-4	-0.3	nt	-87*
Cc1ccccc1S(=O)(=O)N1C[C@@H](O)COC[C@@H]2O[C@H](CC(=O)N3CCOCC3)CC[C@H]21	nt	0.9	2	4
CS(=O)(=O)N1[C@H](C#N)[C@@H](c2ccc(C#CC3CCCCC3)cc2)[C@@H]1CO	-1	-2.3	89	-30
CN(C)Cc1cn(CC[C@@H]2CC[C@H](NS(=O)(=O)c3ccccc3)[C@H](CO)O2)nn1	-2	0.4	nt	nt
COc1ccc(C#Cc2ccc([C@@H]3[C@@H](CO)N4C(=O)CN(C(=O)c5ccncc5)C[C@H]34)cc2)cc1	6	1.6	nt	-27
COc1ccc(NC(=O)Nc2ccc3c(c2)[C@H]2C[C@@H](CC(=O)N4CCCCC4)O[C@H](CO)[C@H]2O3)cc1	-8	0.3	40	-11
CN(C)C(=O)C[C@H]1CC[C@@H]2[C@H](COC[C@@H](O)CN2CC2CCCC2)O1	7	0.8	-5	-5
CO[C@@H]1CN(C)C(=O)c2cc(NS(=O)(=O)c3ccccc3C)ccc2OC[C@H](C)N(C)C[C@@H]1C	nt	0.3	7	-68
CCc1sc(N2[C@H](C#N)[C@H](c3ccccc3-c3cccc(F)c3)[C@H]2CO)nc1C	-2	0.4	nt	-54
CO[C@@H]1CN(C)C(=O)c2ccc(NC(=O)C3CC3)cc2OC[C@@H](C)N(CCc2ccccc2)C[C@@H]1C	nt	3.0	50	-45
CCCNC(=O)N1C[C@@H](O)COC[C@@H]2O[C@H](CC(=O)NCc3ccc(Cl)c(Cl)c3)CC[C@H]21	-3&-3	0.2	10	27
COc1ccc(NC(=O)Nc2ccc3c(c2)C(=O)N([C@H](C)CO)C[C@H](C)[C@@H](CN(C)C(=O)Nc2c(C)noc2C)O3)cc1	-5	-0.1	nt	4
COCC#Cc1ccc2c(c1)O[C@H](CN(C)S(=O)(=O)c1ccc(OC)cc1)[C@H](C)CN([C@H](C)CO)S2(=O)=O	-7	-1.0	nt	-39
CCCNC(=O)Nc1ccc2c(c1)C(=O)N(C)C[C@H](OC)[C@H](C)CN[C@@H](C)CO2	nt	-0.5	75	30
CN1CCN(C(=O)C[C@H]2CC[C@H]3[C@@H](COc4ccc(NC(=O)C5CCOCC5)cc4C(=O)N3C)O2)CC1	-4	3.0	40	nt
COc1ccc(NC(=O)Nc2ccc3c(c2)[C@@H]2C[C@@H](CC(=O)N4CCOCC4)O[C@@H](CO)[C@@H]2O3)cc1	-1	-3.7	-166	9
CCCNC(=O)C[C@@H]1CC[C@H]2[C@H](COc3ccc(NC(=O)Cc4cccs4)cc3C(=O)N2C)O1	-6	1.0	-64	-2
O=C([C@H]1[C@H](CO)[C@H]2Cn3c(ccc(-c4cncnc4)c3=O)[C@H]2N1C(=O)C1CCC1)N1CCCCC1	-3	-0.4	nt	50
COc1ccccc1NC(=O)N1CCCCN2[C@H](CO)[C@H](c3ccc(-c4cccc(C)c4)cc3)[C@H]2C1	-65	-1.1	75	-86*
C[C@@H]1CN([C@@H](C)CO)C(=O)c2cc(NC(=O)c3ccncc3)ccc2O[C@@H](C)CCCCO[C@H]1CN(C)C(=O)c1ccncc1	-7	0.5	57	27
COCCNC(=O)C[C@H]1C[C@H]2c3cc(NC(=O)COC)ccc3O[C@H]2[C@H](CO)O1	0	0.9	7	5
CCNC(=O)C[C@H]1C=C[C@@H](NS(=O)(=O)c2ccc(C)cc2)[C@H](CO)O1	1	-0.1	20	8
O=C(N[C@@H]1CC[C@@H](CCn2cc(C3(O)CCCC3)nn2)O[C@H]1CO)C1CC1	-1	6.7	nt	-2
CN1[C@@H]2c3ccc(-c4cccnc4)c(=O)n3C[C@@H]2[C@@H](CO)[C@@H]1C(=O)NC1Cc2ccccc2C1	-2	7.3	-24	-9
CC(C)NC(=O)N[C@@H]1CC[C@@H](CCn2cc(-c3ccc(F)cc3)nn2)O[C@@H]1CO	nt	-0.2	-44	-8
C[C@H](CO)N1C[C@H](C)[C@H](CN(C)CC2CCCCC2)Oc2c(NC(=O)C3CC3)cccc2C1=O	-1	3.5	-14	-3
C[C@@H]1CN([C@H](C)CO)C(=O)c2cc(NC(=O)c3ccncc3)ccc2O[C@H]1CN(C)Cc1ccncc1	-5	-0.2	-10	15
CC(C)NC(=O)Nc1ccc2c(c1)C(=O)N([C@H](C)CO)C[C@H](C)[C@H](CN(C)S(=O)(=O)c1ccccc1)OCCCC[C@H](C)O2	-17	0.5	61	-11
C[C@@H]1CN([C@@H](C)CO)S(=O)(=O)c2ccc(C#CC(C)(C)O)cc2O[C@H]1CN(C)Cc1ccc(F)cc1	11	-1.3	nt	-23

# Rewritten with two lines to a compound: part of the list above
# Values run as follows: C diff HTS	GASC1 inh	Tcruzi prolif	Pf Dd2 inh
C[C@H](CO)N1C[C@H](C)[C@H](CN(C)CC2CCCCC2)Oc2c(NC(=O)C3CC3)cccc2C1=O
→ -1	3.5	-14	-3
CCNC(=O)C[C@H]1C=C[C@@H](NS(=O)(=O)c2ccc(C)cc2)[C@H](CO)O1
→ 1	-0.1	20	8
